# Screens (PubChem BioAssay)
# SW480 rerep: DNA re-replication induction in SW480 cells | Potency, µM (highest dose often 46.1 µM), inactives show top-dose re-replication activation, hits mostly activators | AID 624297 | actives 1.8% (n = 340,000) | SW480 DNA re-replication, Hoechst DNA content imaging, 48 h; note: % of control where 0% means no effect; nearly all actives have a fitted effect of over 55% in size
#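 250 cells/well; 23 nL cpd via pin tool; 48 hr, 37 C, 5% CO2; Hoechst 40 min; imager read of total nuclear intensity, ex 405/em 500-530 nm.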
# KB-V1 MDR tox: KB-V1 MDR subline cytotoxicity. KB-V1 MDR cells viability, CellTiter-Glo, 72 h. Potency, µM (series often up to 46.1 µM), without a hit: at the top dose activity change, negative = cytotoxicity, actives largely listed as cytotoxic. actives 3.4% (n = 400,000). AID 1347076; note: % is set by controls: 0 for no effect and ±100 for the full control effect; nearly all actives have a fitted effect of over 60% in size
#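 Cytotoxicity via CellTiter-Glo luminescence after 72 h compound exposure at 37 degrees C. Cells: drug-selected KB-V1 line, DMEM phenol-red free plus 10% FBS. Compounds tested at multiple concentrations; normalized data fitted to concentration-effect curves.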
# GLP-1R agonist: GLP-1 receptor (human) agonism. AID 624172. actives 0.007% (n = 380,000). Potency, µM (series often up to 45.6 µM), without a hit: top-dose activation, most hits filed as activators. HEK293 GLP-1R CRE-luciferase, luminescence, 4-6 h; cells express a hypersensitive GLP-1R form; note: % of control where 0% means no effect
# Target sequence (P43220 whole entry, looked up): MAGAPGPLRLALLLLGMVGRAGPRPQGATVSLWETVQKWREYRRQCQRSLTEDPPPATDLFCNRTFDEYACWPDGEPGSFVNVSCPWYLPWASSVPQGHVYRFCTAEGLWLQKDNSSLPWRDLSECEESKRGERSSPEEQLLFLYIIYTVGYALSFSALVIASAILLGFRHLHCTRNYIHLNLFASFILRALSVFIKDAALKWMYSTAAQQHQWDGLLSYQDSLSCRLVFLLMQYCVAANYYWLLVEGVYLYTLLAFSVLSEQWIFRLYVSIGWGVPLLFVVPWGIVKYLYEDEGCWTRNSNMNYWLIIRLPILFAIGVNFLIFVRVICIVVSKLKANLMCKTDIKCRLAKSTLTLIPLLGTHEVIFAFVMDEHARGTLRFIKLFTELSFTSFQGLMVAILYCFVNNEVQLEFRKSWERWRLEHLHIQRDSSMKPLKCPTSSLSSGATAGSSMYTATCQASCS
# GLP1R cytotox: cytotoxicity in counter-screen for GLP-1R inverse agonists. HEK293 cAMP-luciferase reporter cells, luminescence, 24 h. AID 624418. Potency, µM (doses to about 38.3 µM), inactives show top-dose activity change, negative = inhibition, usual class: inhibitors. actives 0.13% (n = 410,000);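 note: loss of luciferase light is scored as toxicity; % is set by controls: 0 for no effect and ±100 for the full control effect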
#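 Step one: seed cells (200 cells/uL, DMEM with 10% Nu serum, 1% pen-strep). Step two: 12-hour incubation at 37 deg C. Step three: pin 23 nL compound, incubate 24 hr. Step four: add luciferase reagent, read luminescence 12 min later.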
# HT1080 IDH1KD tx: kills HT-1080 cells with IDH1 knockdown. actives 2% (n = 360,000). HT-1080 IDH1 knockdown viability, ATP luminescence, 48 h. Potency, µM (titrated, usually from 46.1 µM), for the others: top-dose activity, negative = toxicity, hits mostly cytotoxic;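 note: 0% = DMSO wells and -100% = cell-free medium wells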
#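 After a 2 h attachment period, IDH1KD HT-1080 cells took pin-transferred compound for 48 h at 37 °C; ATP-based luminescence after 10 min room-temperature reagent incubation reported viability.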
# HT1080-NT tox: kills 2HG-producing HT-1080-NT fibrosarcoma cells; Potency, µM (titrated, usually from 46.1 µM), for inactives: at the top dose activity, negative = less viability, hits mostly cytotoxic; actives 1.6% (n = 360,000); AID 686970; HT-1080-NT fibrosarcoma viability, CellTiter-Glo ATP luminescence, 48 h;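 note: NT is the 2HG producing partner of a matched IDH1 knockdown line; 0% = DMSO-treated cells and -100% = media-only wells without cells; nearly all actives have a fitted effect of over 55% in size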
#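 Compounds were tested in concentration-response format on HT-1080-NT cells for 48 hours at 37 degrees C. Cell viability came from CellTiter-Glo luminescence; curves were classified by r2, response magnitude and activity.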
# GLP-1R inv ag: inverse agonists of human GLP-1 receptor; P43220; HEK293 GLP-1R CRE-luciferase, luminescence, 24 h; GLP-1R form is constitutively active; Potency, µM (doses to about 38.3 µM), inactives show at the highest dose activity change, negative = inhibition, usual class: inhibitors; actives 1.6% (n = 410,000); AID 624417; note: % is set by controls: 0 for no effect and ±100 for the full control effect; nearly all actives have a fitted effect of over 55% in size
#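 Using stably transfected HEK293 (constitutively active GLP-1R, cAMP-luciferase reporter), compounds were incubated 24 hr and luciferase measured by luminescence.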
# TDP-43 yeast inh: TDP-43 toxicity inhibition in yeast | actives 1.8% (n = 410,000) | TDP-43 expressing yeast growth rescue, BacTiter-Glo, 24 h | Potency, µM (doses to about 46.1 µM), without a hit: at the top dose growth rescue (activation), actives largely listed as activators; note: % of control where 0% means no effect; nearly all actives have a fitted effect of over 50% in size
#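 Readout is BacTiter-Glo luminescence of cell growth, so inhibitors register as activators. TDP-43-expressing yeast at OD600=0.02 in galactose medium, after raffinose pregrowth to mid-log, were incubated with compound for 24 hr at 30 deg C.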
# KB-3-1 tox: kills parental KB-3-1 adenocarcinoma cells; actives 1.4% (n = 400,000); KB-3-1 viability, CellTiter-Glo ATP luminescence, 72 h; Potency, µM (top dose mostly 46.1 µM), for the others: top-dose activity change, negative = cytotoxic, usual class: cytotoxic; AID 1347075; note: % is set by controls: 0 for no effect and ±100 for the full control effect; nearly all actives have a fitted effect of over 60% in size
#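 Here the drug-naive KB-3-1 line serves as comparator for MDR sub-line selectivity; cells received compound titrations, 72 h at 37 °C, then CellTiter-Glo readout.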
# Starred values were filed as active, the others as inactive; ? = inconclusive; . = no result given; [ ] = another dose, or the depositor's remark. Calls come from the whole dose curve; as a rule, active = well fitted curve in the direction sought with a large enough effect; inconclusive = small, poorly fitted or top-dose-only effect, or another doubt; inactive = no such curve, though single readings can be large; an effect the other way counts as inactive or inconclusive. Potency is the fitted concentration of half-maximal effect. Hits appear at their usual frequency, and some 9.4% of all compounds hit somewhere here.
SMILES,SW480 rerep,KB-V1 MDR tox,GLP-1R agonist,GLP1R cytotox,HT1080 IDH1KD tx,HT1080-NT tox,GLP-1R inv ag,TDP-43 yeast inh,KB-3-1 tox
CCCCN1C(=O)c2ccc(C(=O)Nc3c(N)n(CCCC)c(=O)n(C)c3=O)cc2C1=O,-9%,-3%,-11%,-10%,1%,1%,1%,-17%,-7%
CCN(Cc1ccccc1)C(=O)CCS(=O)(=O)c1ccc2c(c1)NC(=O)CO2,-1%,2%,-6%,-5%,23%,-3%,6%,11%,-1%
CCC(Oc1ccccc1)C(=O)Nc1cc(-c2ccccc2F)nn1-c1ccccc1 (configuration not stated),.,-5%,.,13%,.,.,?,16%,-6%
COc1ccc(C(=O)c2ccc(Br)cc2)c(OC)c1OC,?,-14%,3%,-7%,-17%,1%,?,13%,-5%
CC(=O)Nc1cc(-c2ccc(F)cc2)cn2c(-c3ccc(F)c(Cl)c3)cnc12,.,-4%,0%,1%,?,?,-25%,20µM*,0%
Cc1cccc(OCc2nnc(SCC(=O)Nc3cccc(C(=O)N4CCOCC4)c3)o2)c1C,-2%,?,0%,1%,-2%,-11%,10%,-2%,1%
Cc1ccc(C)c(NC(=O)CN(C)C(=O)CSCc2c(C)noc2C)c1,0%,-11%,-1%,-9%,-22%,6%,4%,1%,6%
O=C(OCc1cn(-c2ccc(Cl)cc2)nn1)c1ccccc1,0%,2%,0%,58%[activator],-5%,-1%,15%,-5%,-2%
CCN(C(=O)COC(=O)CCc1ccccc1)c1ccccc1,0%,0%,14%,?,10%,1%,?,13%,-2%
NC(=O)c1nsc(C(=O)N(c2ccc3c(c2)OCO3)C(C(=O)NCC2CCCO2)c2ccc(F)cc2)c1N (configuration not stated),4%,-16%,8%,11%,11%,10%,18%,4%,10%
COc1ccc(CNC(N)=O)cc1OC,-3%,0%,-10%,-16%,16%,8%,9%,5%,-1%
C=CCOc1cccc(C2/C(=C(/O)c3ccc(C)cc3)C(=O)C(=O)N2CCN2CCOCC2)c1 (configuration not stated),-1%,19%,0%,-5%,12%,16%,2%,24%,5%
COc1ccc(CNc2nc3c(c(=O)[nH]c(=O)n3C)n2Cc2ccccc2C)cc1,-5%,?,-4%,3%,-3%,-16%,12%,14%,-23%
O=C(/C=C/c1ccco1)Nc1ccccc1N1CCCCC1,?,-2%,-2%,-3%,15%,7%,?,7%,2%
CCOC(=O)C(C)(C)NS(=O)(=O)c1ccc(Cl)c([N+](=O)[O-])c1,-5%,-26%,0%,-9%,12%,-11%,8%,14%,?
COc1ccc(CN2CCN(Cc3cc4ccccc4o3)CC2CCO)cc1C (configuration not stated),-1%,15%,21%,-21%,-19%,-14%,?,4%,6%
CCN(CC)C(=O)Cn1cc(S(=O)(=O)CC(=O)Nc2ccc(F)cc2)c2ccccc21,-3%,2%,1%,-29%,0%,-3%,-17%,10%,-4%
CCC(=O)Nc1c2c(nn1-c1cccc(Cl)c1)CSC2,-6%,?,-1%,3%,12%,13%,-7%,13%,19%
CCOC(=O)c1cc(/C(C)=N/OC(=O)c2ccc(Cl)cc2)on1,-6%[9.22 µM],-2%,2%,6%,15%,26%,2%,10%,17%
CN(CC(=O)Nc1cccc(F)c1)C(=O)CN1C(=O)NC2(CCCC2)C1=O,-19%,?,6%,-4%,-1%,-5%,-8%,7%,5%
Nc1nc(C23CC4CC(CC(Cl)(C4)C2)C3)cs1,2%,?,15%,7%,-1%,3%,?,-6%,4%
CCc1noc(C)c1C(=O)NNC(=O)c1nn(CC)c(=O)c2ccccc12,1%,?,-14%,-2%,2%,4%,73%[activator],-4%,?
Cc1cc(C(F)(F)F)c2c(n1)sc1c(O)cc(=O)[nH]c12,1%,-3%,-5%,7%,24%,8%,8%,-17%,0%
CC1CCN(S(=O)(=O)c2ccc3c(c2)N(CC(=O)NCC(C)c2ccccc2)C(=O)CO3)CC1 (configuration not stated),.,?,1%,-20%,.,.,-27%,21%,-18%
Nc1nc(Nc2cccc(F)c2)nc(NCc2ccco2)c1[N+](=O)[O-],?,?,?,-18%,26µM*,9.2µM*,5%,-5%[1.82 µM],?
CC(C)(C)c1ccc(C(=O)c2c[nH]c(C(=O)NCC3CCCO3)c2)cc1 (configuration not stated),-4%,-1%,22%,-16%,-12%,1%,?,18%,-1%
Cc1c(-c2nsc(NC(=O)c3cccs3)n2)nnn1-c1ccc(Br)cc1,.,-34%,.,?,.,.,?,-16%,-8%
COc1ccc(-c2csc(Nc3ncccc3C)n2)cc1OC,0%,0%,?,-11%,-12%,-3%,19%,14µM*,2%
CCCCC[C@H](O)/C=C/[C@@H]1[C@@H](C/C=C\CCCC(=O)O)[C@H]2CO[C@@H]1C2,?,3%,24%,17%,1%,-7%,27%,17%,0%
CN(C)CCN(C(=O)c1ccc(N2C(=O)CCC2=O)cc1)c1nc2cc3c(cc2s1)OCO3,-7%,13%,-4%,18%,15%,12%,-7%,5%,16%
COC(=O)C1=CN(c2ccc(OC)cc2)C(N)=C(C#N)C1c1ccc(OC)cc1 (configuration not stated),.,-30%,.,-3%,-15%,-17%,-15%,2%,12%
N=c1c(C(=O)NC2CCCC2)cc2c(=O)n3ccccc3nc2n1Cc1ccccc1,?,-6%,-3%,10%,0%,13%,18%,24%,1%
CC1=CC(=O)CC(C)(C)[C@@]1(O)/C=C/[C@@H](C)O[C@@H]1O[C@H](CO)[C@@H](O)[C@H](O)[C@H]1O,12%,-2%,-6%,15%,5%,-1%,22%,1%,0%
COc1ccc(CCNC(=O)c2nnn(CC(=O)Nc3c(C)cc(C)cc3C)c2N)cc1OC,-6%,9%,-4%,4%,-1%,-1%,9%,4%,0%
COc1ccc(C(=O)N/N=C2\SCC(=O)N2Cc2ccc3c(c2)OCO3)c(OC)c1,4%,-13%,0%,3%,-2%,-2%,23%,-3%,-5%
Cc1ccccc1C(=O)N1CCC(C(=O)Nc2ccc(F)cc2F)CC1,.,0%,.,5%,.,.,9%,15%,?
COc1ccc(-n2c(=O)c3ccc(C(=O)NCc4ccc(C)cc4)cc3n(Cc3ccc(C)cc3)c2=O)cc1,.,16%,-1%,-6%,.,.,9%,5%,-1%
CCCCN(C(=O)c1c(C)noc1C)c1c(N)n(CCCC)c(=O)[nH]c1=O,-3%,20%,-2%,8%,8%,0%,5%,9%,6%
Cc1nc(CCNC(=O)c2ccccc2)cs1,1%[9.22 µM],2%,21%,4%,17%,23%,8%,-20%,2%
COc1ccccc1C(=O)NNC(=O)c1sccc1-n1cccc1,-66%[inhibitor],0%,0%,-1%,-1%,-8%,-17%,11%,0%
O=C(c1n[nH]c(=O)c2ccccc12)N1CCN(c2ccccc2Cl)CC1,4%,?,12%,-25%,-7%,-10%,-5%,16%,-16%
OC(CN1CCN(C(c2ccccc2)c2ccccc2)CC1)c1ccc(Br)cc1 (configuration not stated),-1%,6%,-2%,0%,0%,1%,-25%,0%,0%

# Entries above that contain fluorine, in the order listed:
SMILES,SW480 rerep,KB-V1 MDR tox,GLP-1R agonist,GLP1R cytotox,HT1080 IDH1KD tx,HT1080-NT tox,GLP-1R inv ag,TDP-43 yeast inh,KB-3-1 tox
CCC(Oc1ccccc1)C(=O)Nc1cc(-c2ccccc2F)nn1-c1ccccc1 (configuration not stated),.,-5%,.,13%,.,.,?,16%,-6%
CC(=O)Nc1cc(-c2ccc(F)cc2)cn2c(-c3ccc(F)c(Cl)c3)cnc12,.,-4%,0%,1%,?,?,-25%,20µM*,0%
NC(=O)c1nsc(C(=O)N(c2ccc3c(c2)OCO3)C(C(=O)NCC2CCCO2)c2ccc(F)cc2)c1N (configuration not stated),4%,-16%,8%,11%,11%,10%,18%,4%,10%
CCN(CC)C(=O)Cn1cc(S(=O)(=O)CC(=O)Nc2ccc(F)cc2)c2ccccc21,-3%,2%,1%,-29%,0%,-3%,-17%,10%,-4%
CN(CC(=O)Nc1cccc(F)c1)C(=O)CN1C(=O)NC2(CCCC2)C1=O,-19%,?,6%,-4%,-1%,-5%,-8%,7%,5%
Cc1cc(C(F)(F)F)c2c(n1)sc1c(O)cc(=O)[nH]c12,1%,-3%,-5%,7%,24%,8%,8%,-17%,0%
Nc1nc(Nc2cccc(F)c2)nc(NCc2ccco2)c1[N+](=O)[O-],?,?,?,-18%,26µM*,9.2µM*,5%,-5%[1.82 µM],?
Cc1ccccc1C(=O)N1CCC(C(=O)Nc2ccc(F)cc2F)CC1,.,0%,.,5%,.,.,9%,15%,?
